# TbPYK inhibitor: T. brucei pyruvate kinase inhibition; Q57TT1; TbPYK enzyme, Kinase-Glo Plus ATP luminescence, 45 min; Potency, µM (series often up to 76.8 µM), for inactives: at the top dose activity, negative = inhibition, most hits filed as inhibitors; actives 0.12% (n = 410,000); also: nearly all actives have a fitted effect of over 50% in size
#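 ADP (130 uM final) triggers the TbPYK reaction after compound addition; incubation is 45 min at room temperature. Kinase-Glo Plus is then added and luminescence imaged. Normalized data are fitted to concentration-effect curves.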
# Pf growth 48h: P. falciparum growth inhibition at 48 hours (one generation); P. falciparum luciferase growth in erythrocytes, 48 h; Potency, µM (doses to about 28.7 µM), for inactives: at the highest dose activity change, negative = inhibition, actives largely listed as inhibitors; actives 5.9% (n = 310,000); AID 504832
#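 A one-generation exposure of luciferase-tagged malaria parasites in RPMI 1640/Albumax erythrocyte culture, 37 C and 5% CO2. Inhibition is inferred from decreased luminescence after adding detection reagent.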
# Pf growth 96h: P. falciparum growth inhibition at 96 hours | actives 6.9% (n = 320,000) | P. falciparum luciferase reporter growth, 96 h | AID 504834 | Potency, µM (top dose mostly 28.7 µM), for inactives: top-dose activity change, negative = inhibition, hits mostly inhibitors
#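 Infected RBCs, 2% Hct / 0.05% parasitemia final; luciferase-reporter P. falciparum; cpd 96 h, 37 C, 5% CO2; luciferase detection reagent; luminescence.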
# HCV inh: HCV inhibition; Huh7.5.1 HCVcc-Cre infection, luciferase reporter, 44 h; Potency, µM (series often up to 41.8 µM), without a hit: at the highest dose activity change, negative = inhibition, usual class: inhibitors; actives 3.4% (n = 340,000)
#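 Compounds are dispensed onto cells plated 4 h earlier at 1,000 per well, with HCVcc-Cre virus (about 0.5 moi) added next. Following 44 h of culture, luminescent signal is measured for 15 sec after 15 min with substrate at room temperature.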
# LmPK inh: blocks Leishmania mexicana pyruvate kinase activity; Q27686; purified LmPK, Kinase-Glo ATP luminescence, 1 h; Potency, µM (top dose mostly 57.5 µM), without a hit: at the highest dose activity change, negative = inhibition, actives largely listed as inhibitors; actives 0.37% (n = 290,000); AID 1721
# Target sequence (Q27686 whole entry, looked up): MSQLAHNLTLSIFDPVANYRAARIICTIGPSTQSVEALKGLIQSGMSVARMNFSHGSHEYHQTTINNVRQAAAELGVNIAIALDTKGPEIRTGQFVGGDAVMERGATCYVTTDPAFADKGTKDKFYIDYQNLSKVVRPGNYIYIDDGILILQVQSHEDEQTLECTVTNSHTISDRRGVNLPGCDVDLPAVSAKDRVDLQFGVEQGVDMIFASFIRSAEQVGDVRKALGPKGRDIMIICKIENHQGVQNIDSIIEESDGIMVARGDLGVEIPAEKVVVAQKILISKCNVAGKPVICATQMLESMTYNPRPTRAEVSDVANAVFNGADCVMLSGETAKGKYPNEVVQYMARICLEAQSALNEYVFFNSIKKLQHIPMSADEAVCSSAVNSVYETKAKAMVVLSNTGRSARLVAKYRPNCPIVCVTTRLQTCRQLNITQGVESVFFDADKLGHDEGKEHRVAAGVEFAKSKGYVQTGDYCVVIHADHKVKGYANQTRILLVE
#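 Purified LmPK (0.1 nM) with 0.5 mM PEP and 0.1 mM ADP in imidazole buffer pH 7.2 with MgCl2/KCl, 1 h at room temperature. ATP formed was read by luciferase luminescence and normalized to no-enzyme and uninhibited controls.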
# Sm TGR inh: blocks Schistosoma mansoni thioredoxin glutathione reductase; Potency, µM (top dose mostly 114 µM), without a hit: at the top dose activity change, negative = inhibition, most hits filed as inhibitors; AID 485364; actives 3% (n = 360,000); Q962Y6; purified TGR, DTNB reduction, TNB absorbance 405 nm; also: nearly all actives have a fitted effect of over 60% in size
#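 Kinetic colorimetric format: TGR-catalysed, NADPH-driven DTNB reduction monitored via TNB absorbance. Enzyme dispensed at 20 nM; compound exposure 15 min at room temperature before reaction start.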
# * = called active by the depositor; ? = inconclusive; . = not tested or not shown; & = joins results of further samples; [ ] = dose if it differs, or a comment. Calls follow the shape of the dose curve; as a rule, active = well fitted curve in the direction sought with a large enough effect; inconclusive = small, poorly fitted or top-dose-only effect, or another doubt; inactive = no such curve, though single readings can be large; an effect the other way counts as inactive or inconclusive. % is scaled to controls: 0 for no effect and ±100 for the full control effect; potency is read from the fitted curve at half-maximal effect. This is a random part of the collection, and some 16% of all compounds hit somewhere here.
# Results follow in this order: TbPYK inhibitor, LmPK inh, Pf growth 96h, Pf growth 48h, HCV inh, Sm TGR inh
1) CC(OC(=O)CSc1ccc([N+](=O)[O-])cc1)C(=O)NCc1ccco1 (configuration not stated)
    -1%, ., 16%, ?, 28%, -16%
2) Cc1ccc(C)c(NC(=O)CCN2CCCC(C)C2)c1 (configuration not stated)
    4%, 0%, -15%, 50%[activator], 8%, 1%
3) CN1CCN(Cc2cc(=O)oc3ccc(Cl)cc23)CC1
    0%, -1%, 13µM*, -3%, -27%, -3%
4) COc1cc(/C=N/NC(=O)c2cccc3ccccc23)cc(OC)c1O
    2%, 6%, ?, -24%, 6%, 1%
5) Cc1noc(C)c1C(=O)Nc1ccc(N(C)C)cc1
    6%, -1%, 38%[activator], 2%, 11%, -3%
6) O=C(NCC(=O)N1CCN(Cc2ccccc2)CC1)c1ccc(Cl)cc1
    1%, 1%, 38%[activator], 1%, ?, -4%
7) COc1ccc(C(=O)C2CCN(C(=S)NCCc3ccc(OC)c(OC)c3)CC2)cc1
    -12%, 5%, 48%[activator], 0%, ?, 50%[activator]
8) CCCn1c(=O)[nH]c(=O)c2c1nc(-c1ccc3c(c1)OCCO3)n2CCN1CCOCC1
    4%, -1%, -27%, -1%, 3%, 1%
9) O=C(C1CCC(C(=O)N2CCc3ccccc32)CC1)N1CCc2ccccc21 (configuration not stated)
    -8%, -2%, 8.3µM*, 2%, -1%, -6%
10) NCc1ccc2[nH]c(=O)[nH]c2c1
    2%, -1%, 1%, -38%[5.75 µM], 7%, -8%
11) CSCCC(NC(=O)COc1cccc2ccccc12)C(=O)O (configuration not stated)
    -6%, 3%, 0%, 21%, 3%, -20%
12) Cc1[nH]c2ccc(C(=O)OCC(=O)NC3(C#N)CCCCC3)cc2c1C
    1%, ., ?, ?, ?, 0%
13) CC1CCN(c2nc(-c3cccnc3)nc3scc(-c4ccccc4)c23)CC1
    -8%, 3%, ?, -4%, 22µM*, 5%
14) Cc1cccn2c(=O)c(/C=C(\C#N)C(N)=O)c(Oc3ccccc3)nc12
    -23%, -8%, -25%, ?, -2%, 32µM*
15) O=C(NCc1ccco1)c1cccc(S(=O)(=O)N2CCCCC2)c1
    -7%, 6%, ., ?, -2%, 25µM*
16) CC(C)NC(=O)COc1coc(CN2CCN(c3ccccc3)CC2)cc1=O
    1%, -14%, ?, 9%, -9%, -8%
17) CCOc1ccc(CN2CCN(C(=O)c3ccccc3)CC2)cc1
    16%, -4%, 5%, -7%, 11µM*, 0%
18) CC(=O)C1=C(C)NC(SCC(N)=O)=C(C#N)C1c1sccc1C (configuration not stated)
    -2%, -4%, ?, -9%, 16%, 11%
19) CCOc1cc(/C=C2\NC(=S)N(c3c(C)n(C)n(-c4ccccc4)c3=O)C2=O)ccc1O
    -8%, -2%, 29%, 10%, -2%, -10%
20) O=C(CSc1nc(-c2ccco2)cc(C(F)(F)F)n1)NCCc1ccccc1
    3%, 6%, -13%, ?, -25%, -15%
21) COc1ccc(S(=O)(=O)Nc2c(O)c3ccccc3oc2=O)cc1
    -1%, 8%, 1%, -11%, 12%, -1%
22) N#Cc1ccc(OCC(=O)NCC2(N3CCCCC3)CCCCC2)cc1
    1%, -3%, ?, -6%, 12%, -4%
23) CCN[C@@H]1CN(CCCOC)S(=O)(=O)c2sc(S(N)(=O)=O)cc21
    1%[33.2 µM], ., 1%[12.8 µM], -10%[12.8 µM], ., .
24) O=Cc1cc2ccccc2nc1SCc1ccc(Cl)c(Cl)c1
    -1%, 2%, -1%, -5%, 7%, 8%
25) COc1ccc(CN(C)C(C)C(=O)Nc2ccc(S(=O)(=O)N3CCCCC3)cc2)cc1F (configuration not stated)
    0%, ., ?, 10µM*, ?, 2%
26) CSCC[C@H](NC(=O)[C@@H]1Cc2ccccc2CN1)C(=O)Nc1ccc2c(c1)OCO2
    3%, -2%, ?, 9.3µM*, -6%, -14%
27) CC(C)(/C=N/O)/[N+]([O-])=C/c1ccccc1C(F)(F)F
    6%, 5%, 85%[activator], 36%[activator], -5%, 8%
28) CN(C)c1ccc(/C=N/NC(=O)CN2CCN(c3ccc(F)cc3)CC2)cc1
    ., -1%, 27%, 25%, 6%, 21%
29) CCOc1cccc(NC(=O)C2CCCN(S(=O)(=O)c3ccc(-n4cnnn4)cc3)C2)c1 (configuration not stated)
    -6%, -4%, ., ?, 2%, 4%
30) COc1cc(C(=O)Nc2cc(-c3nc4cc(C)ccc4o3)ccc2C)cc(OC)c1OC
    -9%, -1%, 10%, 38%[activator], 1%, 0%

# Sorted by molecular weight (smallest number first): some entries from above.
# Results follow in this order: TbPYK inhibitor, LmPK inh, Pf growth 96h, Pf growth 48h, HCV inh, Sm TGR inh
3) CN1CCN(Cc2cc(=O)oc3ccc(Cl)cc23)CC1
    0%, -1%, 13µM*, -3%, -27%, -3%
21) COc1ccc(S(=O)(=O)Nc2c(O)c3ccccc3oc2=O)cc1
    -1%, 8%, 1%, -11%, 12%, -1%
15) O=C(NCc1ccco1)c1cccc(S(=O)(=O)N2CCCCC2)c1
    -7%, 6%, ., ?, -2%, 25µM*

# (next part)
# Results follow in this order: TbPYK inhibitor, LmPK inh, Pf growth 96h, Pf growth 48h, HCV inh, Sm TGR inh
31) O=S(=O)(NCC1CCCO1)c1ccc2oc3ccc(S(=O)(=O)NCC4CCCO4)cc3c2c1 (configuration not stated)
    -6%, -3%, 4%, -27%, 5%, -6%
32) COc1ccc(NC(=O)C(=O)NCCN2CCN(C(=O)c3cccc(Br)c3)CC2)cc1
    -4%, -2%, 24%, ?, -15%, 30%
33) Cc1nnc(C)n1/N=C/c1c(O)ccc2ccccc12
    -5%, -2%, -24%, -11%, 2%, 28µM*
34) CC(=O)Nc1ccc(C(=O)OCC(=O)N(C)C2CCCCC2)cc1
    -1%, 9%, 35%[activator], 23%, 23%, -10%
35) COc1ccc(NC(=O)COC(=O)C2CC3C=CC2C3)cc1 (configuration not stated)
    -5%, 0%, 73%[activator], 46%[activator], 15%, -5%
36) COc1ccc(OCCn2ccnc2C)cc1
    8%, 0%, ?, 11%, 8%, 3%
37) CC(=O)NN=C1CCC(c2ccccc2)CC1 (configuration not stated)
    -3%, 2%, -18%, -10%, 8%, 1%
38) CC1=NN(c2ccccc2)C(=O)/C1=C/c1ccc[nH]1
    -2%, 1%, -11%, 13%, ?, -2%
39) CCSc1ccccc1C(=O)N=C1NC(=O)CC2C(=O)NCCN12 (configuration not stated)
    2%, -6%, 28%, -9%, 8%, -1%
40) COC(=O)Nc1ccc(S(=O)(=O)N2CCC(C(=O)N3CCCC(C)C3)CC2)cc1 (configuration not stated)
    1%, 7%, 12%, 0%, -13%, .
41) CCC1CN(C(=O)N2CCC(C(=O)NCc3ccco3)CC2)c2ccccc2O1 (configuration not stated)
    14%&3%, -10%, 12µM*, -2%, -18%, -18%&1%
42) C/C=C\C=C/C(=O)Nc1cccc(C2=NOC3(C2)C[C@H](C(N)=O)N(C(=O)c2ccc(OC)cc2)C3)c1 (some centres not stated)
    -29%, 0%, ?, ?, -1%, 1.8µM*
43) CCOC(=O)[C@H]1[C@H]2COc3ccc(C)cc3[C@@H]2N2C(=O)CN(CC3CCCO3)C(=O)[C@@]12C (some centres not stated)
    9%, ., ?, 16%, 9%, -16%
44) CCN1CCN(c2nc3c(c(=O)n(C)c(=O)n3C)n2Cc2cccc3ccccc23)CC1
    -4%, 5%, 19%, ?, 6%&6%, -11%
45) O=C1c2ccccc2C(=O)N1c1ccc(S(=O)(=O)N2CCN(c3ccccc3)CC2)cc1
    0%, 0%, ., 5%, 5%, 0%
46) COc1cc(NC(=O)[C@H]2CCCN2S(=O)(=O)c2cccc3cccnc23)cc(OC)c1OC
    -1%, ., ?, ?, 10%, 1%
47) c1ccc(COc2ccc(-c3csnn3)cc2)cc1
    -7%, -17%, 105%[activator], 129%[activator], -8%, -3%
48) COC(=O)c1scc(C)c1NC(=O)CC1NCCNC1=O (configuration not stated)
    0%, -1%, 14%, 4%, 13%, -4%
49) O=C1CN(C(=O)CSc2ccc(-c3ccc(F)cc3)nn2)c2ccccc2N1
    -3%, -6%, -9%, ?, 2%, 5%
50) CC1Sc2ccc(C(=O)Nc3ncccc3O)cc2NC1=O (configuration not stated)
    -2%, ., 145%[activator], 147%[activator], -23%, -16%
51) O=C1C=C(c2ccccc2)CCC1
    4%, -1%, 11%, 0%, 55%[activator], -13%
52) Cc1ccc2cc(CCNC(=O)CC(C)C)c(=O)[nH]c2c1
    -4%, 3%, ?, 3%, -1%, 0%
53) CCC(Oc1ccccc1)C(=O)Nc1ccccc1C(=O)N1CCCCC1 (configuration not stated)
    -1%, 0%, ?, 5%, ., 7%
54) CCCc1cc(=O)[nH]c(SCc2nc3ccc([N+](=O)[O-])cc3[nH]2)n1
    1%, 0%, 46%[activator], ?, -12%, -14%
55) Cc1ccsc1/C=N/n1cnnc1
    -1%, -4%, 46%[activator], 32%[activator], 8%, -8%
56) Cc1ccc2[nH]c3c(c2c1)CN(C(=O)CN1CCCc2ccccc21)CC3
    3%, -3%, 4.7µM*, 4.1µM*, ?, 32µM*
57) CCOc1ccc(N=Cc2c(O)n(-c3ccc(C)c(C)c3)c(=O)[nH]c2=O)cc1
    -2%, 1%, 19%, 6%, -2%, 4%
58) Cc1cccc(OCc2nnc(-c3ccc(F)cc3)o2)c1
    -3%, ., 4%, 29%, -3%, -14%
59) COC(=O)CN(C(=S)Nc1ccccc1)C1CC(=O)N(c2ccc(OC)cc2)C1=O (configuration not stated)
    -6%, 3%, 34%[activator], 1%, 15%, 4%

# Some of these compounds in order of molar mass, rising.
# Results follow in this order: TbPYK inhibitor, LmPK inh, Pf growth 96h, Pf growth 48h, HCV inh, Sm TGR inh
51) O=C1C=C(c2ccccc2)CCC1
    4%, -1%, 11%, 0%, 55%[activator], -13%
33) Cc1nnc(C)n1/N=C/c1c(O)ccc2ccccc12
    -5%, -2%, -24%, -11%, 2%, 28µM*
47) c1ccc(COc2ccc(-c3csnn3)cc2)cc1
    -7%, -17%, 105%[activator], 129%[activator], -8%, -3%
52) Cc1ccc2cc(CCNC(=O)CC(C)C)c(=O)[nH]c2c1
    -4%, 3%, ?, 3%, -1%, 0%
54) CCCc1cc(=O)[nH]c(SCc2nc3ccc([N+](=O)[O-])cc3[nH]2)n1
    1%, 0%, 46%[activator], ?, -12%, -14%
39) CCSc1ccccc1C(=O)N=C1NC(=O)CC2C(=O)NCCN12 (configuration not stated)
    2%, -6%, 28%, -9%, 8%, -1%
53) CCC(Oc1ccccc1)C(=O)Nc1ccccc1C(=O)N1CCCCC1 (configuration not stated)
    -1%, 0%, ?, 5%, ., 7%
57) CCOc1ccc(N=Cc2c(O)n(-c3ccc(C)c(C)c3)c(=O)[nH]c2=O)cc1
    -2%, 1%, 19%, 6%, -2%, 4%
49) O=C1CN(C(=O)CSc2ccc(-c3ccc(F)cc3)nn2)c2ccccc2N1
    -3%, -6%, -9%, ?, 2%, 5%
41) CCC1CN(C(=O)N2CCC(C(=O)NCc3ccco3)CC2)c2ccccc2O1 (configuration not stated)
    14%&3%, -10%, 12µM*, -2%, -18%, -18%&1%
45) O=C1c2ccccc2C(=O)N1c1ccc(S(=O)(=O)N2CCN(c3ccccc3)CC2)cc1
    0%, 0%, ., 5%, 5%, 0%
46) COc1cc(NC(=O)[C@H]2CCCN2S(=O)(=O)c2cccc3cccnc23)cc(OC)c1OC
    -1%, ., ?, ?, 10%, 1%
32) COc1ccc(NC(=O)C(=O)NCCN2CCN(C(=O)c3cccc(Br)c3)CC2)cc1
    -4%, -2%, 24%, ?, -15%, 30%
31) O=S(=O)(NCC1CCCO1)c1ccc2oc3ccc(S(=O)(=O)NCC4CCCO4)cc3c2c1 (configuration not stated)
    -6%, -3%, 4%, -27%, 5%, -6%

# Source: PubChem BioAssay
